Compound activity from PubChem BioAssay.
HGIII-sPLA2 inh: human group III sPLA2 inhibitors, primary screen, biochemical, QFRET, BODIPY PC-A2 liposome substrate; Group 3 secretory phospholipase A2 (Homo sapiens), Q9NZ20; QFRET BODIPY PC-A2 liposome hydrolysis, fluorescence; inhibition, % at 12.2 µM; 370,000 tested, 0.56% active; AID 743126, 2013;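 active = inhibition above mean plus 3 SD of compounds lying within the high and low control bounds, cut at about 19% in these data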;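 also: 0% = median of test compound wells and 100% = no enzyme DMSO wells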
DAX1 inh-1: DAX1 (NR0B1) inhibitors on StAR promoter, primary screen, cell-based, luminescence, SF-1 (NR5A1), full-length DAX-1 | HEK293T StAR-luciferase reporter, SF-1/DAX-1 repression relief | inhibition, % at 6.8 µM | 370,000 tested, 1.1% active | AID 652010, 2013;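 active = inhibition above the mean over all tested compounds plus 3 SD, cut at about 3.6% in these data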;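 also: 0% = DAX-1 cells with DMSO and 100% = cells lacking DAX-1 with DMSO; higher inhibition means more luminescence from relief of DAX-1 repression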
hgDAF-12 ag: H. glycines DAF-12 receptor agonists, primary screen, cell-based, luminescence, HEK293, GAL4 fusion, UAS-luciferase; 370,000 tested, 1.8% active; activation, % at 6.8 µM; AID 687014, 2013; HEK293 GAL4-hgDAF12 UAS-luciferase reporter, agonist luminescence; normalized to butyrate control;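 active = activation above a cutoff set at the mean of all screened compounds plus 3 SD, cut at about 10% in these data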;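 also: 0% = DMSO wells and 100% = sodium butyrate wells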
hcDAF-12 act: H. contortus DAF-12 nuclear receptor activators, primary screen, cell-based, luminescence, HEK293, lit1-tk-luc reporter | HEK293 hcDAF-12 lit1-tk-luc reporter; 0% DMSO, 100% Δ7-dafachronic acid | activation, % at 6.8 µM | AID 652067, 2013 | 370,000 tested, 1.4% active;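 active = activation above the mean of all tested compounds plus 3 SD, cut at about 5.5% in these data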;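 also: 100% = response to 3 µM Δ7-dafachronic acid high control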
DAX1 inh-2: DAX1 (NR0B1) inhibitors, primary screen, cell-based, HEK293, Gal4-DAX1, luciferase luminescence; AID 504766, 2011; inhibition, % at 6.75 µM; HEK293 Gal4-DAX1 luciferase reporter; 340,000 tested, 0.99% active; Nuclear receptor subfamily 0 group B member 1 (Homo sapiens), P51843;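 active = inhibition above the mean over all tested compounds plus 3 SD, cut at about 4.2% in these data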;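 also: 0% = DAX1-transfected cells with DMSO and 100% = empty-vector control cells with DMSO; inhibition shows as a rise in luminescence from relieved DAX1 repression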
Target sequence (P51843 207-470 limits assumed): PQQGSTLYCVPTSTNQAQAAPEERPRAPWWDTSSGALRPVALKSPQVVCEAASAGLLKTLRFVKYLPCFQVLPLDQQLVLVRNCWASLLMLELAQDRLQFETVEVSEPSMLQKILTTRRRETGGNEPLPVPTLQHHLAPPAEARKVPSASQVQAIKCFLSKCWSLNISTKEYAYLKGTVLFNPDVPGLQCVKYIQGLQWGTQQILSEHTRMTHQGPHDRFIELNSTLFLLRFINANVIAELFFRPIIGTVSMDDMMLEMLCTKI
FXN GAA850 act: FXN promoter activators, primary screen, cell-based, luciferase luminescence, HEK293 lucGAA850; activation, % at 6 µM; 360,000 tested, 0.56% active; HEK293 lucGAA850 FXN promoter luciferase reporter, 24 h; percent of 10 µM SAHA response;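 active = activation above the average of all compounds screened plus 3 SD, cutoff fixed separately per campaign, cut at about 7.5% in these data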;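 also: 0% = DMSO wells and 100% = 10 µM SAHA wells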
NR1D1 modulator: modulators of Rev-erb alpha DNA binding, primary screen, biochemical, FITC-DNA, fluorescence polarization, uHTS; Nuclear receptor subfamily 1 group D member 1 (Homo sapiens), P20393; Rev-erbα–FITC-DNA binding, 90 min; activity, % at 10 µM; 370,000 tested, 0.79% active; AID 1259318, 2017;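 active = activity above about 14%, limit read from the data; passing the limit was not always enough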;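 also: 0% = DMSO wells with 35 nM protein and 100% = DMSO wells with 750 nM protein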
Target sequence (P20393 whole entry, looked up): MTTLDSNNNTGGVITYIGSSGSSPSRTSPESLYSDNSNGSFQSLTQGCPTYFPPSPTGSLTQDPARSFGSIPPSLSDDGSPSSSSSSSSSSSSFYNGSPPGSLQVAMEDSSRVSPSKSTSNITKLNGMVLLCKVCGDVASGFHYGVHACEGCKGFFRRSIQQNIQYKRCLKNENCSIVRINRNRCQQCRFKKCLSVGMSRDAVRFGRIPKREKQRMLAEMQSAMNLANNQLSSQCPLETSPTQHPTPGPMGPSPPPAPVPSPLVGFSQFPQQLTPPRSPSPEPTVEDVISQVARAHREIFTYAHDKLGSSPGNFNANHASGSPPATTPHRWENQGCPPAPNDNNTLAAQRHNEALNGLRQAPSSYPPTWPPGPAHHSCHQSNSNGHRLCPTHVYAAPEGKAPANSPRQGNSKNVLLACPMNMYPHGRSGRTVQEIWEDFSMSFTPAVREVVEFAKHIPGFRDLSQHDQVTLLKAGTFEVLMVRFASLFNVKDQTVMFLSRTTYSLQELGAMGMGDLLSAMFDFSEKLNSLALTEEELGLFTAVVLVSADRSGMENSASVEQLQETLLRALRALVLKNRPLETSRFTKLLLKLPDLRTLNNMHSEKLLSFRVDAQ
PLC-beta3 inh: human PLC-beta3 inhibitors, primary screen, biochemical, fluorescence | 1-phosphatidylinositol 4,5-bisphosphate phosphodiesterase beta-3 (Homo sapiens), Q01970 | Purified PLC-beta3, fluorogenic substrate | inhibition, % at 12.2 µM | 370,000 tested, 0.18% active | AID 720704, 2013; in the data active = inhibition above about 11%;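 also: 0% = median of compound wells on plate and 100% = full blocker control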
ssDAF12 agonist: S. stercoralis DAF-12 nuclear receptor activators, primary screen, cell-based, luminescence, HEK293, GRIP1 co-expression, lit1-tk-luc. Nuclear hormone receptor DAF-12 (Strongyloides stercoralis). AID 652126, 2013. 370,000 tested, 1% active. activation, % at 6.8 µM. HEK293 ssDAF-12/GRIP1 lit1-tk-luc reporter; % of 3 µM dafachronic acid response;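 active = activation above the mean over all tested compounds plus 3 SD, cut at about 0.9% in these data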;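 also: 0% = DMSO-only wells and 100% = 3 µM delta7-dafachronic acid wells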
SMARCA2 activ: SMARCA2 (BRM) function activators, primary screen, cell-based, luminescence, high throughput. MG213 cells, MMTV-luciferase reporter, dexamethasone, overnight. activation, % at 9.1 µM. 370,000 tested, 1% active. AID 652017, 2013; in the data active = activation above about 7.8%;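 also: 0% = vehicle wells and 100% = reference activator wells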
PG9 Ab binder: binders of HIV-1 gp120 antibody PG9, primary screen, biochemical, TR-FRET | TR-FRET gp120-PG9 antibody binding | inhibition, % at 6.7 µM | 360,000 tested, 0.43% active | AID 624416, 2012; in the data active = inhibition above about 8.5%
* = called active by the depositor; · = no result given.

Each structure is followed by: HGIII-sPLA2 inh | DAX1 inh-1 | hgDAF-12 ag | hcDAF-12 act | DAX1 inh-2 | FXN GAA850 act | NR1D1 modulator | PLC-beta3 inh | ssDAF12 agonist | SMARCA2 activ | PG9 Ab binder
1) COc1ccc(OC)c(NC(=O)COc2ccc(S(=O)(=O)N3CCCC3)cc2)c1
    -8 | -0.4 | 1.1 | -1.8 | 0.5 | -0.1 | -4 | -5 | -1.0 | 0 | 0.2
2) CC(=O)Nc1ccc(C2=CC(=O)C[C@H](c3ccc4c(c3)OCO4)C2)cc1
    -28 | -0.1 | -1.3 | -2.2 | -0.6 | 0.6 | -1 | -11 | -1.6 | 1 | -3.0
3) CCC1CC(/C(C)=N/NC(N)=O)OC1=O (stereo not drawn)
    1 | 0.3 | 0.6 | -0.6 | 0.9 | 1.5 | 0 | -1 | -1.6 | 0 | -1.6
4) COc1cc(C2NC(=O)NC(O)(C(F)(F)F)C2C(=O)c2cccs2)ccc1O (stereo not drawn)
    5 | 0.6 | 0.4 | -0.4 | 0.8 | -0.3 | -1 | 5 | -0.2 | 3 | -1.7
5) COC(=O)c1ccc(C(=O)Nc2ccc(C(C)C)cc2N)cc1
    9 | 0.3 | 2.8 | 1.7 | 0.9 | 4.2 | 2 | -34 | -1.8 | 4 | 0.1
6) CC(C)(C)C(=O)O/N=C(\N)c1c(Cl)cccc1Cl
    0 | 0.2 | 0.2 | 1.6 | -0.7 | 0.1 | 1 | -8 | -1.7 | -1 | -0.3
7) COc1ccc(S[C@]2(C(=O)N(C)C)CC(=O)N(c3ccc(Cl)cc3)[C@@H]2c2ccc(OC)cc2)cc1
    -11 | -2.0 | 0.2 | -2.1 | · | · | 0 | 2 | -1.0 | -2 | ·
8) CCc1nc(Nc2cccc(F)c2)c2oc3ccccc3c2n1
    2 | -0.8 | 0.2 | -1.0 | 0.3 | 2.0 | 3 | -216 | -1.1 | 1 | -0.1
9) Cc1ccc(C)c(S(=O)(=O)N2CCN(CC(=O)NC(=O)NCc3ccccc3)CC2)c1
    -29 | -0.2 | -1.3 | -2.2 | -0.6 | 0.0 | 1 | -1 | -0.7 | -2 | 0.4
10) COc1ccccc1C(=O)NCCOc1ccc(C)c(C)c1
    12 | 0.1 | -2.3 | -1.7 | 0.4 | 2.7 | 1 | 3 | -0.9 | -4 | 1.0
11) O=C1C2CC=C(Cl)CC2C(=O)N1CCC[n+]1ccccc1 (stereo not drawn)
    0 | 0.8 | -0.1 | 1.3 | -0.7 | 1.4 | 2 | -1 | -1.1 | 2 | 0.8
12) COc1ccccc1NC(=O)C1=C(C)Nc2nc(-c3ccc(N(C)C)cc3)nn2C1c1ccncc1 (stereo not drawn)
    -9 | 0.9 | -2.5 | -0.9 | 0.2 | 2.4 | 2 | -14 | -1.6 | -2 | -2.2
13) Cc1ccc(NC(=O)c2cnc(SCC(=O)NCC3CCCO3)n(C)c2=O)cc1 (stereo not drawn)
    -1 | 3.8* | 5.9 | 5.8* | -0.7 | 0.6 | 6 | -6 | 1.3* | 8.8* | -0.6
14) COc1ccc(C(=O)c2ccc3oc(-c4ccc(OC)cc4)c(-c4ccc(O)cc4)c3c2)cc1
    -4 | 0.9 | 4.5 | -1.4 | 1.0 | 0.6 | -2 | 6 | -1.1 | -1 | -0.2
15) Cc1[nH]c2ccc(C(=O)N3CCCCC3)cc2c1C
    1 | 6.3* | 11* | 1.6 | 2.9 | 4.9 | 3 | -12 | 0.7 | 11* | 2.3
16) O=C(NCCc1ccc(Cl)cc1)c1cccs1
    8 | 1.7 | 8.3 | -0.2 | 0.9 | 3.6 | 1 | -1 | -0.9 | -1 | 0.7
17) CCn1cc(C(=O)NCCCN2CCC(C)CC2)c(=O)c2cc(S(=O)(=O)N3CCCC3)ccc21
    13 | 0.3 | -0.5 | -0.3 | 1.8 | 3.6 | 3 | 5 | -1.3 | -3 | 2.6
18) CC(C)c1ccc(N=C(N)N=C(N)N)cc1
    3 | -0.8 | -1.3 | -1.6 | -2.5 | 0.2 | 2 | -1 | -2.3 | -4 | -0.2
19) Cc1nn(-c2ccccc2)c(N2CCCC2)c1/C=N/NC(=O)c1cc(-c2cccs2)nc2ccccc12
    2 | -0.1 | 0.8 | -2.7 | -0.5 | 0.5 | -1 | -92 | -1.1 | 0 | 0.2
20) CC(C)[C@H](NC(=O)c1ccc(Cl)c([N+](=O)[O-])c1)C(=O)NCc1ccc(Cl)cc1Cl
    0 | 0.3 | -1.0 | -1.9 | 0.5 | 0.7 | 0 | 2 | -1.3 | -2 | -3.1
21) CCOC(=O)C1=C(N)OC2=C(C(=O)CC(C)(C)C2)C1C1CCCCC1 (stereo not drawn)
    3 | -0.4 | 2.3 | -1.5 | 1.5 | -0.6 | -4 | -5 | -1.1 | 0 | 2.0
22) CN1CCN(S(=O)(=O)c2ccc(NC(=S)NC(=O)c3ccc(Cl)cc3)cc2)CC1
    -13 | 0.5 | -0.3 | 0.7 | 0.5 | 3.4 | -1 | -1 | -1.3 | 5 | -0.9
23) COc1ccc(C(=O)Nc2ccccc2C(=O)O)cc1NC(=O)C(c1ccccc1)c1ccccc1
    -20 | 0.3 | 3.3 | -0.9 | 0.3 | 1.1 | -4 | -8 | -1.0 | 1 | -2.6
24) Cc1ccc(Cl)cc1N1CCN(C(=O)C2(S(=O)(=O)c3ccc(Cl)cc3)CC2)CC1
    -6 | -0.3 | 1.0 | -2.5 | -0.7 | 1.2 | · | 3 | -0.9 | -2 | 1.9
25) O=C(CNC(=O)N1CC(=O)Nc2ccccc21)Nc1cc(Cl)ccc1Cl
    6 | -0.3 | -0.5 | 1.5 | -0.1 | 0.2 | 1 | 1 | -0.5 | 0 | 1.1
26) CSc1ccc(NC(=O)/C=C/C(=O)O)cc1
    22* | 0.9 | -0.3 | 3.7 | -4.0 | -2.2 | 7 | -8 | -0.3 | -1 | -0.9
27) CCc1nnc(NC(=O)c2ccc(C)o2)s1
    0 | 2.9 | 5.8 | 1.1 | 0.0 | 2.6 | 2 | -6 | -0.4 | 6 | -3.1
28) CC1CN(C(=O)COC(=O)c2ccc(NC(=O)CC#N)cc2)CC(C)O1 (stereo not drawn)
    -40 | 0.8 | 1.4 | -0.2 | 3.7 | 3.0 | 3 | -14 | -1.6 | -4 | 0.6
29) O=C(NCCN1CCOCC1)c1cc(-c2ccc(F)cc2)on1
    3 | -1.2 | 7.2 | -0.9 | 0.5 | 6.3 | -3 | 1 | -1.9 | -3 | -0.3
30) CC(=O)N(Cc1cccnc1)c1cccc(-c2nc3ccccc3s2)c1
    5 | -1.0 | -1.1 | -2.2 | -0.7 | 2.7 | 5 | -3 | -2.7 | -6 | 0.3
31) COc1ccc(C(=O)NC(=S)Nc2ccc(N3CCOCC3)cc2)cc1Cl
    4 | -0.5 | -0.9 | -1.4 | -0.8 | 1.4 | 10 | -6 | -1.3 | -1 | -0.6
32) CCn1cc(C(=O)O)c(=O)c2cc(F)c(N3CCN(S(=O)(=O)c4ccc(NC(C)=O)cc4)CC3)cc21
    -1 | 0.3 | 0.6 | -2.7 | -1.0 | 1.1 | 6 | -120 | -0.7 | 0 | 0.5
33) O=C(O)COc1ccc(Br)cc1CP(=O)(c1ccccc1)c1ccccc1
    1 | 0.2 | 3.0 | -0.4 | 0.7 | 0.1 | 0 | -4 | -1.2 | -4 | 0.6
34) CC(C)C1Oc2ccccc2N(CC(=O)NC2CCCCC2)C1=O (stereo not drawn)
    0 | -0.3 | 1.0 | -2.3 | 2.7 | 1.0 | 1 | -2 | -1.7 | 3 | -2.5
35) Cc1nn(-c2ccccc2)c(N)c1C(c1ccccc1)c1c(C)nn(-c2ccccc2)c1N
    -1 | 0.5 | -1.2 | 2.6 | 2.2 | -3.2 | 5 | 4 | -0.4 | -1 | -3.7
36) CN(C)c1ccc(CN(C(=O)c2cc3ccccc3oc2=O)C2CCS(=O)(=O)C2)cc1 (stereo not drawn)
    0 | 5.2* | 6.7 | 2.3 | 1.4 | 4.0 | 5 | -7 | -0.1 | 5 | -1.2
37) O=S(=O)(c1c(F)cccc1F)N1CCCC2CCCCC21 (stereo not drawn)
    9 | -0.2 | 0.2 | -1.7 | -0.1 | 0.3 | 0 | -8 | -1.5 | -1 | 1.2
38) CCC(=O)NC(=S)Nc1ccc(NC(=O)c2ccccc2[N+](=O)[O-])cc1
    -1 | -0.5 | 0.2 | -3.3 | -0.3 | 0.1 | 6 | 4 | -1.5 | -1 | -0.5
39) CCN(CC)CCn1c(NCc2ccc(OC)cc2)nc2ccccc21
    3 | -0.7 | -2.1 | -0.2 | 0.6 | 4.1 | -7 | 3 | -1.5 | -1 | -1.2
40) CC(=O)Nc1ccc(S(=O)(=O)N(C)c2ccccc2)cc1
    0 | -0.8 | 1.8 | 0.0 | -0.1 | -0.4 | -2 | 0 | -1.3 | -2 | -0.1
41) Cn1ccn(CCCCCCn2ccn(C)c2=S)c1=S
    2 | 0.7 | 3.7 | 0.4 | 1.8 | -0.5 | 1 | 1 | -1.3 | 3 | -2.5
42) O=C(Nc1ccc2c(c1)OCO2)[C@@H]1CCCN1S(=O)(=O)c1cccc2cccnc12
    -4 | 0.3 | -2.4 | -1.2 | -1.5 | 2.3 | -2 | 3 | -1.2 | 0 | -1.6
43) COCCNC(=S)N1CCCC(CO)C1 (stereo not drawn)
    -3 | 0.9 | -3.2 | -1.4 | 0.5 | -0.7 | 3 | 1 | -1.1 | 3 | 0.2
44) C[C@@H](C(=O)Nc1nc(-c2ccccn2)cs1)N1C(=O)C2CCCCC2C1=O (stereo partly drawn)
    -8 | -0.1 | 1.7 | 0.9 | -0.5 | 0.1 | -6 | -25 | -0.8 | 0 | -1.2
45) COc1ccc(NC(=O)c2cc(-c3cc(F)ccc3OC)n[nH]2)c(OC)c1
    -18 | -0.7 | -2.4 | 0.7 | · | 1.5 | 0 | -1 | -1.3 | -2 | -0.3
